# TEAD-YAP inh – TEAD-YAP interaction inhibition. inhibition, % at 9.12 µM. 640,000 compounds, 1.4% hits. HEK-TIYL cells, TEAD-Gal4/YAP UAS-luciferase luminescence; in the data active means inhibition above about 32%;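 further: 0% = median of test compound wells and 100% = reference inhibitor wells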
# GPR151 activ – activates the human receptor GPR151 | 650,000 compounds, 1% hits | PathHunter beta-arrestin GPR151 cells, luminescence | activation, % at 11.2 µM | AID 1508602; in the data active means activation above about 4.9%;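 further: 0% = median of compound wells and 100% = cells with positive control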
# MITF primary – inhibitors of human MITF; 650,000 compounds, 0.91% hits; AID 1259374; O75030; inhibition, % at 2.6 µM; AlphaScreen MITF homodimerization, bead proximity signal; in the data active means inhibition above about 50%;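 further: 0% = vehicle wells with protein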
# FBW7 activator – activators of human E3 ligase FBW7; 650,000 compounds, 0.13% hits; normalized activity (activation), % at 26.1 µM; AlphaScreen FBW7–phospho-cyclin E peptide binding, activator screen; in the data active means normalized activity above about 1.9%;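 further: purified mutant Fbw7 with reduced substrate affinity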
# Target sequence (Q969H0 whole entry, looked up): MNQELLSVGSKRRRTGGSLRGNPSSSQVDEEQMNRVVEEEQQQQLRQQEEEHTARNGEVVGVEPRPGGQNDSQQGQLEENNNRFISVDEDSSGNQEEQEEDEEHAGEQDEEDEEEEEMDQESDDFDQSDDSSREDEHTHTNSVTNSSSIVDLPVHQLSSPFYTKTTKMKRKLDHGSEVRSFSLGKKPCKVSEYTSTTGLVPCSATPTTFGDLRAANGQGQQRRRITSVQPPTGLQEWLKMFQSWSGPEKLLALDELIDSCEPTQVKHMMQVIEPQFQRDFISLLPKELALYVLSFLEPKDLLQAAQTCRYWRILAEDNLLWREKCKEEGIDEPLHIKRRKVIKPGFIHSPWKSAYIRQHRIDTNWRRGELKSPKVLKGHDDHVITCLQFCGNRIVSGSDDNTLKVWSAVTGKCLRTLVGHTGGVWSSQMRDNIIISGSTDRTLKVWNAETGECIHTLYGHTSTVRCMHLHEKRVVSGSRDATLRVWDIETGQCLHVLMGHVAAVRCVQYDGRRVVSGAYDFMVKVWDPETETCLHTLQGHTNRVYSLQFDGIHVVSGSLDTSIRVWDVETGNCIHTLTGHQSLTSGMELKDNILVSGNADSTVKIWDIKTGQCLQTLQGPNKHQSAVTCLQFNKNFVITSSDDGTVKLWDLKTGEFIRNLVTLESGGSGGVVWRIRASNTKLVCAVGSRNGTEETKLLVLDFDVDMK
# Active calls of the source: *.
1	C1=C(c2ccc(Oc3ccccc3)cc2)N2CCN=C2S1
2	COc1ccccc1C1(C#N)C(=O)Nc2ccccc21 (centres undefined)
3	CCOC(=O)CCCN(Cc1ccc(Cl)cc1Cl)S(=O)(=O)c1ccc(F)c(C)c1
4	Cc1ccc(-n2ncc3c(=O)n(CC(=O)Nc4cccc(C)c4C)cnc32)cc1C
5	Cc1c(C(=O)OCC(=O)N(C(C)C)C(C)C)cccc1[N+](=O)[O-]
6	O=C(Nc1ccccc1N1CCOCC1)c1ccccc1Br
7	O=C(OCc1ccc2c(c1)OCO2)c1ccc(S(=O)(=O)N2CCOCC2)cc1
8	CCCn1nc2ccccc2c1P(=Nc1cccc([N+](=O)[O-])c1)(N(C)C)N(C)C
9	NS(=O)(=O)c1ccc(NC(=O)CSc2nc3ccccc3o2)cc1
10	COc1cc(CN2CCc3c(nc(C)[nH]c3=O)C2)ccc1O
Compound,1,2,3,4,5,6,7,8,9,10
TEAD-YAP inh,5,1,12,7,6,4,6,-9,-8,-10
GPR151 activ,-0.5,0.0,5.0*,-0.5,2.9,-2.1,-0.2,0.2,0.6,1.9
MITF primary,21,13,15,7,16,4,5,29,6,2
FBW7 activator,1.1,0.1,0.5,0.1,0.4,-0.1,0.3,0.2,-0.1,-0.4

11	COc1ccccc1N1CCN(C(=O)c2nn3c(C(F)(F)F)cc(-c4cccs4)nc3c2Cl)CC1
12	O=C(Nc1ccc(Br)cc1)C1CCN(S(=O)(=O)c2ccccc2)CC1
13	Cc1ccc([N+](=O)[O-])cc1-c1ccc(/C=C2\C(=N)N3N=CSC3=NC2=O)o1
14	CCOC(=O)C1CCCN(Cc2cc(I)c(O)c(OC)c2)C1 (centres undefined)
15	COc1ccccc1C(=O)NC(=S)Nc1ccc(Cl)cn1
16	C/C(=N/NS(=O)(=O)c1ccccc1)c1ccc(Cl)cc1
17	CC1CCC2=NN(C(=O)c3ccccc3Br)C(O)(C(F)(F)F)C2C1 (centres undefined)
18	CCS(=O)(=O)N(CC(=O)Nc1ccc(C(C)=O)cc1)c1ccc(OC)cc1
19	O=C(Cc1ccc(N2CCC(NCc3ccccc3)CC2)cc1)N1CCCC1
20	CC(=O)Nc1ccc(/C=C2/SC(=O)NC2=O)cc1
Compound,11,12,13,14,15,16,17,18,19,20
TEAD-YAP inh,-14,8,8,-2,3,-2,-2,-6,-5,-14
GPR151 activ,-0.8,-1.9,-0.3,4.6,1.0,-1.0,-1.3,-0.2,1.0,0.7
MITF primary,10,12,3,15,-15,-8,8,6,0,-8
FBW7 activator,0.0,1.3,0.2,0.1,-0.1,0.0,0.2,0.0,-0.2,-0.2

21	Cn1c(SCCN)nnc1-c1ccccc1
22	CCCCCn1c(NCc2ccco2)nc2ccccc21
23	Cc1ccc(NC(=O)CS(=O)CC(=O)NCCCc2ccccc2)cc1C (centres undefined)
24	Clc1ccc(-c2csc(N/N=C\c3cccnc3)n2)cc1
25	N#C/C(=C\c1ccc2c(c1)OCO2)C(=O)Nc1cccc2c1C(=O)NC2=O
26	COc1ccc(-c2noc(N3CCC4(CC3)OCCO4)n2)cc1
27	O=C(Nc1ncccn1)NC(C(F)(F)F)C(F)(F)F
28	CS(=O)(=O)c1ccc(N2CCN(C(=O)C3CCCCC3)CC2)c(F)c1
29	CC(=O)c1ccc(N2C(=O)CC(N3CCN(c4ccccn4)CC3)C2=O)cc1 (centres undefined)
30	Cc1cc(-c2cnc(C)nc2C2CCN(C(=O)C(C)(C)C)CC2)on1
Compound,21,22,23,24,25,26,27,28,29,30
TEAD-YAP inh,2,-13,2,-34,5,-4,9,5,-8,-4
GPR151 activ,0.8,2.0,-0.6,0.9,0.2,-7.4,-0.6,-1.4,-1.2,1.8
MITF primary,36,-1,-3,-2,-5,-6,-6,0,3,12
FBW7 activator,0.0,0.1,-0.1,-0.3,0.0,-0.1,0.0,0.0,0.1,0.3

31	CCN(CC)C(=O)CSc1nc2ccccc2c(=O)[nH]1
32	CCOc1ccc(-n2c(SCC(N)=O)nnc2-c2ccccn2)cc1
33	N#Cc1ccc(Cn2cnc([N+](=O)[O-])n2)cc1
34	O=C1C2C3CC(C(Br)C3Br)C2C(=O)N1c1ccc(F)cc1 (centres undefined)
35	Cc1c(C(=O)Oc2ccc(Cl)cc2)sc2ncn(Cc3cccc(F)c3)c(=O)c12
36	CC1CCCN(c2nc(CN3CCOCC3)nc3sc4c(c23)CCCC4)C1 (centres undefined)
37	CCOC(=O)c1ccc(NC(=O)c2ccc(-c3cccc(Cl)c3C)o2)cc1
38	O=C(Nc1ccccc1[N+](=O)[O-])c1ccccc1[N+](=O)[O-]
39	CCCN1Cc2cccc(C(=O)Nc3ccc(OC)c(Cl)c3)c2C1=O
40	CCC(C)NC(=O)c1cn(CC)c2ccc(S(=O)(=O)N(C)C)cc2c1=O (centres undefined)
Compound,31,32,33,34,35,36,37,38,39,40
TEAD-YAP inh,4,5,9,-2,5,2,0,-1,7,2
GPR151 activ,2.4,0.3,-0.1,0.0,-0.9,-0.5,-0.6,-1.7,0.9,-0.5
MITF primary,7,8,11,5,21,5,-11,-1,2,10
FBW7 activator,0.0,0.0,0.0,-0.1,0.6,0.0,0.1,0.0,0.1,-0.1

# 2 records picked at random from those above:
35	Cc1c(C(=O)Oc2ccc(Cl)cc2)sc2ncn(Cc3cccc(F)c3)c(=O)c12
40	CCC(C)NC(=O)c1cn(CC)c2ccc(S(=O)(=O)N(C)C)cc2c1=O (centres undefined)
Compound,35,40
TEAD-YAP inh,5,2
GPR151 activ,-0.9,-0.5
MITF primary,21,10
FBW7 activator,0.6,-0.1

# (listing goes on)
41	O=C(O)c1ccc(N2CCN(C(=O)c3ccco3)CC2)c([N+](=O)[O-])c1
42	Cc1ccc(NC(c2ccccc2)(c2ccccc2)c2ccccc2)cc1
43	NC(=O)Cn1cnc2c(cnn2-c2ccccc2)c1=O
44	CCOC(=O)C1CCCCN1Cc1ccc(OC)c(OCC)c1 (centres undefined)
45	O=C(NCc1nnc2n1CCN(Cc1ccc(-c3ccccc3)cc1)CC2)C1CCOC1 (centres undefined)
46	COc1cccc(Nc2nc3ccccc3nc2NS(=O)(=O)c2ccc(C)cc2)c1
47	Cc1cc(C)c2ccc(Cl)nc2c1O
48	COc1ccc(S(=O)(=O)NC2CCCC2)c(Cl)c1Cl
49	Cc1cccc(-n2nnc(C(=O)NCCc3ccccc3)c2N)c1
50	COc1ccc(N2CCN(CC(O)COCc3ccc(Cl)cc3)CC2)cc1 (centres undefined)
Compound,41,42,43,44,45,46,47,48,49,50
TEAD-YAP inh,-1,-12,3,-6,4,-36,-7,9,-37,2
GPR151 activ,0.6,-2.2,-1.1,1.1,-0.8,-0.2,2.0,2.2,3.1,0.4
MITF primary,-2,10,-14,11,-17,-2,9,0,17,16
FBW7 activator,-0.2,0.9,0.0,0.1,0.1,-0.1,1.0,-0.1,-0.1,0.0

51	O=C(CCNS(=O)(=O)c1ccc2[nH]c(=O)ccc2c1)NCc1cccs1
52	O=C(CN1C(=O)/C(=C\c2ccccc2Br)Oc2ccccc21)NC1CCCC1
53	O=C1CC(NCc2ccco2)C(=O)N1c1ccc(Cl)cc1 (centres undefined)
54	CCOC(=O)c1ccc(N2NC(=O)/C(=C/c3ccc([N+](=O)[O-])o3)C2=O)cc1
55	CN(C)CCCn1c(=O)c2c(ncn2CC(O)CO)n(C)c1=O (centres undefined)
56	COc1ccc(S(=O)(=O)c2cc3cccc(OC)c3oc2=O)cc1OC
57	CC(C)(C)CC(=O)Nc1nc2c(s1)CN(Cc1ccccc1)CC2
58	COc1cc(NC(=O)c2sc3ncnc(N4CCN(c5ccccc5)CC4)c3c2C)cc(OC)c1OC
59	O=C(CSc1nnnn1Cc1ccccc1)Nc1ccc(-n2cnnn2)cc1
60	CCOC(=O)NCc1nc2ccccc2n1Cc1c(F)cccc1Cl
Compound,51,52,53,54,55,56,57,58,59,60
TEAD-YAP inh,-14,57*,-5,16,4,1,-23,10,11,4
GPR151 activ,1.2,0.5,-0.3,0.1,-0.5,-0.2,-0.9,0.4,2.8,0.9
MITF primary,-2,8,0,66*,-5,-17,3,-2,6,-5
FBW7 activator,0.0,0.1,0.1,-0.3,-0.1,-0.2,-0.1,-0.5,0.2,-0.1

61	O=C(Nc1ccccc1Cl)c1cccc(C(=O)Nc2ccccc2Cl)c1
62	Cc1cccc(-n2nc3c(c2NC(=O)Cc2ccccc2)CSC3)c1C
63	CCC(=O)c1ccc(OCC(O)CN2CCN(Cc3ccccc3)CC2)cc1 (centres undefined)
64	CNS(=O)(=O)c1cc(O)c2c(S(=O)(=O)O)cc(S(=O)(=O)NC)cc2c1
65	Cc1ccc(S(=O)(=O)n2cc(/C=c3\sc4nc5ccccc5n4c3=O)c3ccccc32)cc1
66	COC(=O)C1=C(C)NC(=O)CC1c1cccc(Cl)c1Cl (centres undefined)
67	CN1CCN(C(=O)c2c(NC(=O)c3ccco3)sc3c2CCC(C(C)(C)C)C3)CC1 (centres undefined)
68	Cc1cc(S(=O)(=O)NC2CCCCC2)ccc1OCC(=O)N1CCOCC1
69	N#Cc1cc2c(nc1Cl)CCCC2
70	Cc1ccc(/C=C2/SC(=S)N(CO)C2=O)o1
Compound,61,62,63,64,65,66,67,68,69,70
TEAD-YAP inh,-5,-4,12,-5,8,-2,3,7,-1,11
GPR151 activ,1.3,-0.8,0.5,-0.9,1.5,-0.2,-1.5,1.2,1.2,-0.7
MITF primary,-1,13,40,12,6,3,16,3,-3,85*
FBW7 activator,0.1,0.1,0.1,0.2,-0.1,0.1,-0.1,0.0,0.2,-1.3

# 13 structures out of the list, ordered by heavy-atom count, rising.
69	N#Cc1cc2c(nc1Cl)CCCC2
70	Cc1ccc(/C=C2/SC(=S)N(CO)C2=O)o1
66	COC(=O)C1=C(C)NC(=O)CC1c1cccc(Cl)c1Cl (centres undefined)
53	O=C1CC(NCc2ccco2)C(=O)N1c1ccc(Cl)cc1 (centres undefined)
55	CN(C)CCCn1c(=O)c2c(ncn2CC(O)CO)n(C)c1=O (centres undefined)
57	CC(C)(C)CC(=O)Nc1nc2c(s1)CN(Cc1ccccc1)CC2
60	CCOC(=O)NCc1nc2ccccc2n1Cc1c(F)cccc1Cl
51	O=C(CCNS(=O)(=O)c1ccc2[nH]c(=O)ccc2c1)NCc1cccs1
54	CCOC(=O)c1ccc(N2NC(=O)/C(=C/c3ccc([N+](=O)[O-])o3)C2=O)cc1
59	O=C(CSc1nnnn1Cc1ccccc1)Nc1ccc(-n2cnnn2)cc1
67	CN1CCN(C(=O)c2c(NC(=O)c3ccco3)sc3c2CCC(C(C)(C)C)C3)CC1 (centres undefined)
65	Cc1ccc(S(=O)(=O)n2cc(/C=c3\sc4nc5ccccc5n4c3=O)c3ccccc32)cc1
Compound,69,70,66,53,55,57,60,51,54,59,67,65
TEAD-YAP inh,-1,11,-2,-5,4,-23,4,-14,16,11,3,8
GPR151 activ,1.2,-0.7,-0.2,-0.3,-0.5,-0.9,0.9,1.2,0.1,2.8,-1.5,1.5
MITF primary,-3,85*,3,0,-5,3,-5,-2,66*,6,16,6
FBW7 activator,0.2,-1.3,0.1,0.1,-0.1,-0.1,-0.1,0.0,-0.3,0.2,-0.1,-0.1

58	COc1cc(NC(=O)c2sc3ncnc(N4CCN(c5ccccc5)CC4)c3c2C)cc(OC)c1OC
Compound,58
TEAD-YAP inh,10
GPR151 activ,0.4
MITF primary,-2
FBW7 activator,-0.5

# Carrying on.
71	CNC(=O)c1cc(Br)c(C)c(C)c1C
72	CCn1cnc2sc(C(=O)Nc3ccc(C)cc3C)c(C)c2c1=O
73	CCC(c1nnnn1CC1CCCO1)N1CCN(c2cccc(OC)c2)CC1 (centres undefined)
74	CCCOc1cccc(C(=O)Nc2ccc3oc(-c4ccccc4C)nc3c2)c1
75	Clc1ccc2oc(-c3ccccc3)cc(=NCCCN3CCOCC3)c2c1
76	O=[N+]([O-])c1ccc(S(=O)(=O)N2CCN(Cc3ccc(Br)cc3)CC2)cc1
77	COc1ccc(/C(O)=C2/C(=O)C(=O)N(CCCO)C2c2cccc(Cl)c2)cc1F (centres undefined)
78	Cc1c(CNCCC2=CCCCC2)c(C(=O)O)c(C)n1Cc1cccc(Cl)c1
79	O=[N+]([O-])c1ccc(CSc2nnc(-c3cccs3)o2)cc1
80	COC(=O)C1=C(C(=O)OC)SC(=C2C(=S)C(C)(C)Nc3c(OC)cccc32)S1
Compound,71,72,73,74,75,76,77,78,79,80
TEAD-YAP inh,5,-39,-8,-6,-75,6,4,0,-4,6
GPR151 activ,0.9,-1.7,-0.3,0.6,-0.3,-1.5,6.8*,-0.6,-1.2,-0.2
MITF primary,-3,-1,8,-11,-2,61*,1,24,-3,28
FBW7 activator,-0.1,0.0,0.0,0.3,0.1,-0.4,-0.1,0.1,-0.2,-0.6

# High-throughput results (PubChem BioAssay)
